# C2C12 statin: suppression of simvastatin myotoxicity. actives 0.78% (n = 330,000). C2C12 myotubes + simvastatin, ATP luminescence, 48 h; scaled: DMSO 0, geranylgeraniol control 100. rescue of ATP level, % at 7.49 µM;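 active = mean ATP rescue above about 67%, or every replicate alone reaching that limit, limit read from the data, passing the limit was not always enough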;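 also: myotubes were challenged with 10 µM simvastatin during compound exposure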
# PGC1a acetyl inh: modulators of PGC1a acetylation; AID 651687; U2OS PGC1a acetylation, AlphaScreen anti-acetyl-lysine; with virally co-expressed GCN5 acetyltransferase; actives 0.17% (n = 350,000); inhibition, % at 15.6 µM;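 active = every replicate shows inhibition of at least 40%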;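 also: 0% = neutral control wells and 100% = positive control wells; some results beyond the cut were filed as inactive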
# PglD inh: blocks C. jejuni PglD acetyltransferase activity. purified PglD enzyme, DTNB colorimetric CoA detection. inhibition, % at 12.5 µM. actives 0.098% (n = 360,000); in the data active = inhibition above about 16%, passing the limit was not always enough; also: strong numbers were not always called active
# F508del corr: CFTR F508del correction in bronchial cells; CFBE cells, YFP halide quenching; stimulated with forskolin plus potentiator P3; % fluorescence drop versus neutral controls; activity (quench increase), % at 7.58 µM; actives 0.36% (n = 350,000); AID 720511;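 active = mean added fluorescence quench of at least 8% versus neutral control, with both replicates also reaching 8%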;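 also: cells transiently co-express mutant CFTR-F508del with the halide-sensitive YFP; corrector assay measuring rescue of mutant channel to the surface after 24 h compound exposure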
# Cneo AK release: Cryptococcus neoformans lysis via adenylate kinase release. AID 651654. actives 0.2% (n = 360,000). C. neoformans lysis, adenylate kinase release luminescence, 4 h; normalised: neutral wells 0, clomiphene wells 100. lysis activity, % at 15 µM;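 active = mean lysis activity across replicates of at least 80%, whatever share of replicates individually reach that level; inactive = mean lysis activity below 80%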
#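 Material – Cryptococcus neoformans yeast cells · Quantity – 5 × 10^6 yeast cells/mL · Buffer or medium – YPD medium · Compound – single dose · Timing – 4 h static compound exposure, 37 °C, read 1 h post-reagent · Signal – adenylate kinase release luminescence · Read-out basis – lysis from increased AK signal · Benchmarks – Clomiphene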
# miR122 inh: inhibitors of miR-122 in Huh7 cells; activation (reporter increase), % at 12.5 µM; Huh7 miR-122 Renilla luciferase sensor, 48 h; neutral wells = 0, positive control = 100; actives 0.3% (n = 340,000); AID 602342;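 active = mean replicate activation score at least 90 and every replicate individually at or above 90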;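 also: higher luciferase means less miR-122 activity so hits act as miR-122 inhibitors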
# FN deposit inh: fibronectin deposition inhibition; inhibition, % at 12.6 µM; AH1F fibroblasts, Alexa488-fibronectin deposition fluorescence, overnight; AID 743247; actives 0.086% (n = 350,000);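 active = mean inhibition across replicates of 30% or more, regardless of how many single replicates reach that level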;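 also: positive control wells lacked labelled fibronectin entirely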
#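 Material – AH1F fibroblast monolayer, labelled fibronectin deposition · Reagent – labelled fibronectin 24 nM · Timing – 1 h adhesion, overnight exposure · Measured by – fluorescence at 485 nm excitation, 525 nm emission · Read-out – inhibition of fibronectin deposition signal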
# GSIS activator: GLuc luminescence reporter in INS-1E cells, primary screen for activators of glucose-dependent secretion of insulin; INS-1E GLuc reporter insulin secretion, 2-3 h; activation, % at 16.6 µM; actives 0.61% (n = 370,000); AID 743287;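 active = lowest replicate activation of at least 40%, so every replicate reaches that level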;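 also: 0% = median of neutral control wells and 100% = median of IBMX positive control wells; some compounds called inactive have numbers as strong as hits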
# * marks the source's active call; other numbers are inactive results; · = no result given; & = joins results of further samples; [ ] = dose if it differs, or a comment. Compounds as they come. About 2.1% of those tested had a hit in this group.
mol	miR122 inh	PGC1a acetyl inh	C2C12 statin	Cneo AK release	FN deposit inh	F508del corr	PglD inh	GSIS activator
CN(Cc1ccon1)C(=O)C1CCC(=O)N(Cc2ccc(Cl)cc2)C1 (stereo unspecified)	-0.4	-5.3	·	-0.3	15.7	0.4	-0.6	5.0
CCn1cnc2c1c(=O)n(CC(=O)Nc1ccc(C(N)=O)cc1)c(=O)n2Cc1ccccc1	11.2	7.0	14.5	2.8	2.8	1.9	0.8	5.4
CC1Cc2ccccc2N1Cc1cccc(S(=O)(=O)N(C)C)c1 (stereo unspecified)	·	-9.9	27.9	-0.5	-0.9	-4.9	-6.8	-10.9
COc1cc(C(=O)N2CCC(NC(=O)C(Cc3ccc(C)cc3)NC(C)=O)CC2)cc(OC)c1OC (stereo unspecified)	5.5	-0.9	-12.4	·	·	1.1	·	-6.1
CCOc1ccc(-n2c(C)c(C(C)=O)c3cc(O)ccc32)cc1	-3.0	17.5	15.3	-1.5	3.1	-0.2	-3.6	3.6
Cc1ccc(C(=O)NCCCNC(=O)COc2ccccc2Cl)cn1	-0.7	·	-10.5	3.3	-0.1	-0.2	1.5	6.8
Cc1noc(C)c1NC(=O)Nc1cccc2c1O[C@@H](CN(C)C)[C@@H](C)CN([C@H](C)CO)C2=O	-7.7[16.7 µM]	5.3&-8.5	-2.3&-2.1	2.1&-0.8	-14.4	-1.3&0.4	0.2&0.7	-4.9&4.7
COc1cc(S(=O)(=O)N2CCOCC2)ccc1NC(=O)CN1c2cccc3cccc(c23)S1(=O)=O	7.0	2.8	·	1.5	4.4	-0.9	1.0	11.2
OCC[C@H]1C[C@H](O)[C@@H](O)[C@]2(Cc3ccccc3O2)O1	-1.5	3.0	-10.5	8.1	2.9	-0.9	-1.3	·
COCC(=O)Nc1ccc2c(c1)C(=O)N(C)C[C@H](OC)[C@H](C)CN(C(=O)Cc1ccccn1)[C@@H](C)CO2	·	3.3	13.6	5.7	1.2	2.8	-3.2	6.5
C=CCN(CC=C)Cc1c(O)ccc2c(=O)c(-c3ccccc3)coc12	-6.3	12.0	6.4	-0.2	-3.9	-10.3	-2.4	-3.3
CNC(=O)C[C@H]1CC[C@H]2[C@H](COc3ccc(NC(=O)Nc4c(C)noc4C)cc3C(=O)N2C)O1	8.3[16.7 µM]	-7.8	3.2	-2.2	-11.5	-1.6	2.4	5.3
CO[C@H]1CN(C)C(=O)c2cc(NC(=O)Nc3cccc(F)c3)ccc2OC[C@H](C)NC[C@@H]1C	1.3[16.7 µM]	6.1	6.0	-3.1	5.2&-8.3	-1.3	0.0	11.4&-15.5
CN(c1ccc(C(=O)N2CCOCC2)cc1)S(=O)(=O)c1ccc(Cl)cc1	-2.7	0.1	·	-2.9	5.1	2.0	-2.1	0.0
COC(=O)c1nn(-c2ccccc2)c(Sc2ccc(C)cc2)c1/C=N/O	-4.0	-0.3	9.6	-1.9	·	·	0.0	·
Cc1ccc(S(=O)(=O)N(C)c2ccc(OCC(=O)Nc3ccc(S(C)(=O)=O)cc3)cc2)cc1	2.7	-1.9	5.8	-1.5	2.8	6.7	1.8	-7.1
C[C@H](CO)N1C[C@H](C)[C@H](CN(C)C(=O)C2CC2)Oc2cc(-c3ccncc3)ccc2S1(=O)=O	-5.3[16.7 µM]	2.0	-4.3	-1.2	-0.2	-1.3	-3.5	11.2
O=C(O)c1ccccc1C(=O)N1CCN(c2ncccn2)CC1	3.1	-12.9	1.3	-4.4	2.1	-0.7	-5.7	9.0
CCOC(=O)N1CCN(S(=O)(=O)c2ccc3c(c2)SC(C)C(=O)N3)CC1 (stereo unspecified)	-3.5	-29.2	13.7	0.4	-5.7	·	1.8	-8.8
O=C(C[C@H]1CC[C@H]2[C@@H](COC[C@H](O)CN2CCC(F)(F)F)O1)NCc1ccc2c(c1)OCO2	5.1[16.7 µM]	-7.1	0.0	-0.9	-5.8	-0.3	-2.7	-1.4
Cc1noc(C)c1NC(=O)N(C)C[C@@H]1Oc2c(cccc2N(C)C)C(=O)N([C@H](C)CO)C[C@@H]1C	-1.3[16.7 µM]	13.4	17.8	2.2	-1.6	-1.8	1.5	14.6
O=C(OCc1c(F)cccc1Cl)c1cnc2ccccc2n1	-2.6	·	2.5	-0.9	-2.1	5.4	-2.0	2.0
COc1ccc(N2C(=O)CC(NNc3nc4ccccc4s3)C2=O)cc1 (stereo unspecified)	7.9	-0.4	·	0.5	0.1	-0.6	0.2	-12.5
COc1cccc(-c2cnc3c(c2)C(=O)N([C@@H](C)CO)C[C@@H](C)[C@@H](CN(C)Cc2ccc(F)cc2)O3)c1	3.4[16.7 µM]	-0.1	-1.9	-8.2	·	-1.6	-2.7	7.3
O=C(Nc1ccc(F)cc1)Nc1nnc(Cc2ccccc2)s1	5.1	-14.8	5.5	1.5	12.3	-3.3	-0.8	2.1
CCOC(=O)C1(Cc2ccccc2C)CCCN(C(=O)c2cc(CC)nn2C)C1 (stereo unspecified)	-1.1	-4.8	·	·	1.1	5.6	·	-19.1
COCCNS(=O)(=O)c1ccc(-c2ccc(S(=O)(=O)NCCOC)cc2)cc1	21.0	-10.4	-5.0	0.1	·	·	0.4	13.4
O=C(/C=C/c1ccc([N+](=O)[O-])cc1)N1CCN(Cc2ccccc2)CC1	-1.5	-14.4	-3.5	0.8	0.6	-3.5	3.0	1.8
CSc1ccc(C(=O)C2CCCN(C(=O)CCCn3cncn3)C2)cc1 (stereo unspecified)	·	1.6	·	·	2.5	-0.4	·	1.3
CC(C)NC(=O)C(Cc1ccccc1)N1C(=O)c2ccccc2C1=O (stereo unspecified)	-0.9	19.2	2.7	1.1	·	·	-0.7	·

# A section taken from the entries so far, for reference:
mol	miR122 inh	PGC1a acetyl inh	C2C12 statin	Cneo AK release	FN deposit inh	F508del corr	PglD inh	GSIS activator
Cc1noc(C)c1NC(=O)N(C)C[C@@H]1Oc2c(cccc2N(C)C)C(=O)N([C@H](C)CO)C[C@@H]1C	-1.3[16.7 µM]	13.4	17.8	2.2	-1.6	-1.8	1.5	14.6
O=C(OCc1c(F)cccc1Cl)c1cnc2ccccc2n1	-2.6	·	2.5	-0.9	-2.1	5.4	-2.0	2.0
COc1ccc(N2C(=O)CC(NNc3nc4ccccc4s3)C2=O)cc1 (stereo unspecified)	7.9	-0.4	·	0.5	0.1	-0.6	0.2	-12.5

# Further entries.
mol	miR122 inh	PGC1a acetyl inh	C2C12 statin	Cneo AK release	FN deposit inh	F508del corr	PglD inh	GSIS activator
C[C@@H]1CN([C@H](C)CO)S(=O)(=O)c2ccc(-c3cccc(C#N)c3)cc2O[C@@H]1CN(C)Cc1cccc(F)c1	-7.2[16.7 µM]	-17.7	-71.8	-2.6	5.3	-6.0	1.2	13.2
CC1CCC(NC(=O)C2CCN(S(=O)(=O)c3ccc4nc5c(c(C(=O)O)c4c3)CC(C)CC5)CC2)CC1 (stereo unspecified)	·	7.2	-0.5	-2.4	6.3	2.4	-6.5	-8.9
CCCc1cc(=O)[nH]c(SCC(=O)Nc2cc(S(=O)(=O)N3CCOCC3)ccc2Cl)n1	9.4	3.8	-3.6	0.7	0.0	0.5	1.8	19.8
Fc1ccc(Oc2nccc(-c3ccc(Cl)cc3)n2)cc1	-1.1	-8.9	-5.4	0.8	·	·	-0.2	-25.2
Cc1ccc(C)c(NC(=O)CN(C)C(=O)CSC(C)C(=O)Nc2cc(C)on2)c1 (stereo unspecified)	·	·	-0.3	-2.0	3.6	-1.9	-3.6	5.3
CC(C)C[C@H](NC(=O)[C@H](Cc1ccccc1)n1c(=O)[nH]c2ccccc2c1=O)C(=O)N1CCC[C@@H]1C(=O)O	-1.1	-5.1	-0.8	1.5	·	-0.6	1.2	·
Cc1ccc(C2(C)NC(=O)N(CC(=O)Nc3ccccc3C(=O)N3CCCCC3)C2=O)cc1 (stereo unspecified)	·	·	-9.5	0.5	0.0	-4.5	-2.8	11.0
OCC1(CCOc2ccccc2)CCN(Cc2ccc(OC(F)F)cc2)CC1	-4.7	-29.0	-1.6	5.4	-7.4	1.6	-2.9	·
CCN1/C(=C2\OC(=S)N(C)C2=O)C=Cc2ccccc21	-1.7	·	21.1	-0.6	0.9	1.1	3.9	10.0
COc1ccc(C(=O)N2CCc3ccc(NC(=O)c4ccccn4)cc3C2)cc1F	·	-10.8	7.5	14.1	-12.1	5.2	-0.1	·
CO[C@H]1CN(C)C(=O)c2cc(NC(=O)c3cccc(F)c3)ccc2OC[C@@H](C)NC[C@@H]1C	-17.6[16.7 µM]	-9.1	-0.2	-4.7	-9.3	0.1	-0.9	12.4
COc1ccc(C(=O)N/N=C2/SCC(=O)N2Cc2ccc3c(c2)OCO3)cc1OC	-2.1	-1.1	6.6	1.8	·	·	0.9	·
CO[C@@H]1CN(C)C(=O)c2ccc(NC(=O)C3CCCCC3)cc2OC[C@@H](C)N(Cc2nccs2)C[C@H]1C	5.7[16.7 µM]	·	2.8	-3.0	-6.1	1.4	2.8	-21.4
COc1ccccc1-c1ccc([C@H]2[C@@H](C#N)N(C(=O)C3CC3)[C@@H]2CO)cc1	·	11.9	5.4	87.2*	0.2	4.3	2.2	3.9
CCOc1ncccc1C(=O)NCC(c1ccco1)N1CCCCC1 (stereo unspecified)	-4.0	·	4.6	-0.3	-2.0	-1.3	-1.3	·
Nc1ccc2ccccc2c1N=Nc1ccccc1	-0.5	-3.9	-0.6	0.8	4.6	0.3	6.7	·
CO[C@@H]1CN(C)C(=O)c2cc(NC(=O)CN(C)C)ccc2OC[C@@H](C)N(Cc2ccccc2F)C[C@H]1C	·	5.5	7.5	-3.0	-6.1	5.5	3.2	-0.4
O=C(O)Cn1nnnc1SCC(=O)Nc1ccccc1F	·	3.1	·	·	1.9	-2.6	·	20.3
CNC[C@@H]1Oc2cc(C#CCN(C)C)ccc2S(=O)(=O)N([C@@H](C)CO)C[C@@H]1C	0.0[16.7 µM]	-3.2	3.0	1.7	-1.9	1.4	0.3	3.2
COc1ccc(C2CC(=O)C(CS(=O)(=O)c3ccccc3)C(=O)C2)cc1 (stereo unspecified)	-0.9	-3.1	·	·	3.7	1.8	·	1.9
Cn1c(=O)c2c(-c3ccccc3)n(Cc3cccnc3)cc2n(C)c1=O	-2.3	5.1	·	4.2	·	·	-0.5	·
CCC(c1nnnn1Cc1ccc(F)cc1)N(CCCO)Cc1cc2cc3c(cc2[nH]c1=O)OCO3 (stereo unspecified)	-1.1	8.2	-6.4	-2.1	·	·	5.2	-5.7
COC(=O)c1cccc(S(=O)(=O)N2CCCC2)c1	-2.7	3.3	·	2.0	2.2	·	3.4	8.5
O=C1C2C3C=CC(C3)C2C(=O)N1c1ccc2ccccc2n1 (stereo unspecified)	-4.6	3.0	14.1	-0.2	·	·	3.5	·
O=C(NNc1ccccc1)c1ccccc1	-0.7	·	3.2	3.9	·	-0.8	2.1	·
CCN(CC)CCNC(=O)CN1C(=O)COc2ccc(S(=O)(=O)N3CCOCC3)cc21	-3.6	-13.7	15.9	-5.7	-0.8	-3.4	-0.2	2.0
Cc1cc(=O)[nH]c(SCC(=O)N2CCN(S(=O)(=O)c3ccccc3)C2)n1	·	8.4	·	·	-10.4	-0.5	·	-10.8
Cc1cccc(CNC(=O)C2CCC(=O)N(C3CCCC3)C2)c1 (stereo unspecified)	2.3	·	2.2	2.0	-1.8	2.1	-4.3	7.1

# Compound activity deposited in PubChem by Broad Institute.
